# Assay outcomes: PubChem, Johns Hopkins Ion Channel Center
# CHT PAM: human CHT allosteric activation; CHT-expressing cells, membrane potential dye, choline EC20; hits give high values; LV-AA mutant CHT in HEK293 cells; B-score at 10 µM; hit rate 0.49% among 310,000; AID 488977;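 active means initial fluorescence not abnormally high and integrated response B-score, plate-corrected, over 3 SD above library mean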
# Target sequence (Q9GZV3 whole entry, looked up): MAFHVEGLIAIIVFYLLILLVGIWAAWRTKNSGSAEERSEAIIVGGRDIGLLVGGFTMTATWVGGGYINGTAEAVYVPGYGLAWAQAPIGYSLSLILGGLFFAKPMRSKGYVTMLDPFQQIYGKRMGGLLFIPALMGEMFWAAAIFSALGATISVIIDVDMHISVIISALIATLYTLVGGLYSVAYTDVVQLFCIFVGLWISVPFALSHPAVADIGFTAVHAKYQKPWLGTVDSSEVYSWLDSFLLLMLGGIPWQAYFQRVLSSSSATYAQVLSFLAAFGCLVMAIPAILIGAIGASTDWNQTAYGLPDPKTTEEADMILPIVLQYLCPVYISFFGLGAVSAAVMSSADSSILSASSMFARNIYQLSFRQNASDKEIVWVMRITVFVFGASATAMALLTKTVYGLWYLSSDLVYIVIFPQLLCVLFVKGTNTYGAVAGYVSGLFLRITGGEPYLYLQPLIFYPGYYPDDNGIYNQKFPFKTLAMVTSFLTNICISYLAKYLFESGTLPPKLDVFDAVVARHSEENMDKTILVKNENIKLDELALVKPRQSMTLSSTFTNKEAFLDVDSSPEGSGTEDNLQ
# CHT block: inhibitors of human choline transporter CHT; Q9GZV3; CHT-expressing cells, membrane potential dye, choline response; hits give low values; B-score at 10 µM; hit rate 0.86% among 310,000; AID 488975;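 active means B-score over 3 SD under the library average, and starting fluorescence ratio not unusually high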;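 further: choline stimulus applied at its EC90 after an EC20 pre-addition; B-score computed on integrated fluorescence ratio after choline addition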
# Active calls of the source: *; i = inactive.
Structure	CHT PAM	CHT block
Cc1cc(C)cc(C(=O)Oc2coc(CSc3nnc(NC(=O)C4CC4)s3)cc2=O)c1	i	i
COc1cc2c(cc1OC)CN(c1ccc(C(N)=O)cc1[N+](=O)[O-])CC2	i	i
CC(C)CCNC(=O)NC(=O)CSc1ncccn1	i	i
CCOC(=O)C1(CCc2ccccc2)CCN(Cc2ccccn2)CC1	i	i
Cc1ccc(-n2nc3c(c2NC(=O)c2ccccc2Br)CS(=O)C3)cc1 (stereo not given)	i	i
Cc1ccc2c(c1)NCCO2	i	i
CCCc1cc(=O)oc2c(C)c(OCC(=O)NCCCn3ccnc3)ccc12	i	i
COC(=O)CCc1sc(Nc2ccc(Br)cc2)nc1-c1ccc(OC)cc1	i	i

# New compounds follow.
Structure	CHT PAM	CHT block
COc1cc(C(=O)N2CCN(C3CCC(C)CC3)CC2)cc(OC)c1OC (stereo not given)	i	i
CC(=O)N1c2ccc(S(=O)(=O)N3CCC(C(=O)N4CCN(c5cccc(C(F)(F)F)c5)CC4)CC3)cc2CC1C (stereo not given)	i	i
COc1ccc(C(=O)N2CC3(C)C4CCC3(C)C2(C#N)C4)cc1OC (stereo not given)	i	i
COc1ccc(NC(=O)CSc2nnc(C3CCCCC3)n2-c2ccccc2)cc1	i	i
COc1cc(NC(=O)c2cccc(C)c2)c(OC)cc1NC(=O)CN1CCCCC1	i	i
Cc1cc(C(=O)N/N=C2\CCCC(=O)C2)c2ccccc2n1	i	i
COCCNC(=S)NNC(=O)CSCc1ccc(Cl)cc1Cl	i	i
CCOC(=O)N1CCC(NC(=O)C2CCCN(C(=O)c3cc4sccc4n3C)C2)CC1 (stereo not given)	i	i

# (further entries)
Structure	CHT PAM	CHT block
O=C(/C=C/c1ccc(F)cc1)NC(=S)NNC(=O)c1cccnc1	i	i
CCOC(=O)C1C(=O)C=C(c2cccc(NS(C)(=O)=O)c2)CC1c1ccco1 (stereo not given)	i	i
COc1ccc(NC(=O)CC2C(=O)N(c3ccc(OC)cc3)C(=S)N2NC(=O)c2cccc(F)c2)cc1 (stereo not given)	i	i
CN(c1cccnc1)c1ncnc2[nH]ncc12	i	i
Cc1ccc2nc(Nc3ccccc3)c(C=O)c(=O)n2c1	i	i
Cc1cc(C)cc(N=c2c([N+](=O)[O-])nn(-c3ccc4c(c3)OCCO4)n2O)c1	i	i
COc1ccc(S(=O)(=O)N2CCN(c3ccc4nnc(-c5ccc(F)cc5)n4n3)CC2)cc1	i	i
CCOC(=O)c1c(C=O)c2sc(C)cc2n1C	i	i

# Going on with the list:
Structure	CHT PAM	CHT block
N=C1/C(=C\c2ccc(-c3cc(Cl)cc(Cl)c3)o2)C(=O)N=C2SC=C(c3ccccc3)N12	i	i
O=C(NCCCN1CCCC1=O)Nc1ccc(Cl)cc1Cl	i	i
COc1ccc(-n2c(C)cc(C(=O)COC(=O)Cn3cnc4ccccc43)c2C)cc1	i	i
O=C(O)C1=C[C@@H](c2ccc(C(F)(F)F)cc2)C[C@@H](OCCCCO)O1	i	i
CC(C)[C@@H]1NC(=O)c2cc([N+](=O)[O-])cc(I)c2NCCC[C@@H](C(N)=O)NC(=O)[C@H](CO)NC1=O	i	i
O=C(O)c1ccc(-n2c(-c3cc(C4CC4)[nH]n3)n[nH]c2=S)cc1	i	i
COc1ccc(S(=O)(=O)NCC2CCCN(Cc3cccc(C(C)=O)c3)C2)cc1 (stereo not given)	i	i
COc1ccc(CN(C)C(=O)CNC(=O)c2ccc(C)cc2)cc1	i	i

# (continued)
Structure	CHT PAM	CHT block
NS(=O)(=O)c1cccc2c1c([N+](=O)[O-])cc1nc(O)c(O)nc12	i	i
COc1cc(C(=O)NNC(=O)C2CC=CCC2C(=O)O)cc(OC)c1OC (stereo not given)	i	i
CC1Cc2ccccc2N1C(=O)CN1CCCCC1 (stereo not given)	i	i
COc1ccc(NS(=O)(=O)c2cc(NC(=O)c3cc(=O)c4ccccc4o3)ccc2OC)cc1	i	i
Cc1ccc(S(=O)(=O)N2CCCCC2)cc1NC(=O)COC(=O)c1cc[n+]([O-])cc1	i	i
O=C(NCCC1=CCCCC1)C1CCN(S(=O)(=O)N2CCOCC2)CC1	i	i
C/C(=C\C(=O)c1cccnc1)Nc1ccc(C(=O)O)cc1	i	i
COc1cc(NC(=O)CSc2nc(=O)n(CCN3CCOCC3)c3c2CCCC3)cc(OC)c1	i	i

# (listing goes on)
Structure	CHT PAM	CHT block
Cc1cc(S(=O)(=O)NCc2ccccn2)c(Cl)cc1Cl	i	i
Cc1cc(C)cc(N2CCCC2=O)c1	i	i
CC(C)c1ccc(-c2nc3ccccc3s2)cc1	i	-8.4*
Oc1cccc(C2c3[nH]c4ccccc4c3CCN2Cc2cnn(-c3ccccc3)c2)c1 (stereo not given)	i	i
Cc1ccc(NC(=O)c2cc(S(=O)(=O)c3ccccc3)ccc2Cl)cc1	i	i
N/C(=N\OC(=O)c1ccccc1[N+](=O)[O-])c1ccccn1	i	i
O=C(CN1C(=O)c2ccccc2C1=O)Nc1ccccc1C(F)(F)F	i	i
C/C(CC(=O)Nc1cccc(C(F)(F)F)c1)=N\NC(=O)c1ccncc1	i	i

# (continued)
Structure	CHT PAM	CHT block
O=C1c2ccccc2N2C(=O)c3ccccc3C2N1O (stereo not given)	i	i
CC(=C\c1ccccc1)/C=C1/SC(=O)N(CCCC(=O)Nc2ccc(C(=O)O)cc2)C1=O	i	i
C=C(C)CN(CC)C(=O)COc1ccc(S(=O)(=O)Nc2ccc(OC)cc2)cc1	i	i
Cc1ccc(NC2=C(N3CCOCC3)C(=O)c3ccccc3C2=O)cc1	i	i
CC1=C(C#N)C(NC(=O)c2ccco2)(C(F)(F)F)C(=O)N1 (stereo not given)	i	i
Cc1ccc2cc3cc(C(=O)NCCCN4CCc5ccccc5C4)oc3nc2c1	i	i
O=C(NCC(c1ccco1)N1CCc2ccccc2C1)c1ccc(Cl)cc1 (stereo not given)	i	i
CCCc1cc(=O)oc2c(C)c(OCC(=O)Nc3cccnc3)ccc12	i	i

# (listing goes on)
Structure	CHT PAM	CHT block
O=C(OCC(=O)N1CCCc2ccccc21)c1cccc(S(=O)(=O)N2CCc3ccccc32)c1	i	i
Cc1nc2ccccn2c1C(=O)N/N=C/c1ccc([N+](=O)[O-])cc1	i	i
Cc1ccc(NC(=O)Cc2ncon2)cc1Cl	i	i
CC1CCN(c2c([N+](=O)[O-])c(=O)n(-c3ccccc3)c3ccccc23)CC1	i	i
CC1CCN(C(=O)CSc2nnc(CN3CCOCC3)n2-c2ccccc2)CC1	i	i
O=C(c1ccco1)N1CCN(C(=O)c2cc(Cl)nc3ccccc23)CC1	i	i
COc1ccccc1OCc1ccc(C(=O)NCc2ccco2)o1	i	i
Cc1cc(=O)[nH]c(N/N=C/c2ccc(N(C)C)cc2)n1	i	i

# Remaining list, next part
Structure	CHT PAM	CHT block
CC(C)Cn1c(CCCNC(=O)c2ccc(F)cc2)nc2ccccc21	i	i
O=C(/C=C/c1ccccc1Br)c1ccc2c(c1)OCO2	i	i
Cc1[nH]c2ccccc2c1C(C[N+](=O)[O-])c1ccco1 (stereo not given)	i	i
COc1ccc(S(=O)(=O)Nc2nnc(C(C)(C)C)s2)cc1	i	i
CCOC(=O)C1CCN(C=Nc2cc(C)on2)CC1	i	i
COc1ccc(C2c3ccc(O)cc3Oc3ncn4nc(-c5ccccn5)nc4c32)cc1OC (stereo not given)	i	i
CC(C)NC(=O)C1(c2ccccc2)CCOCC1	i	i
CC(=O)Nc1ccc(NS(=O)(=O)c2cc(C)sc2C)cc1	i	i

# Quoted at random: 5 entries already listed, in no set order.
Structure	CHT PAM	CHT block
COc1ccc(C2c3ccc(O)cc3Oc3ncn4nc(-c5ccccn5)nc4c32)cc1OC (stereo not given)	i	i
CC(=O)Nc1ccc(NS(=O)(=O)c2cc(C)sc2C)cc1	i	i
CC(C)NC(=O)C1(c2ccccc2)CCOCC1	i	i
CC(C)Cn1c(CCCNC(=O)c2ccc(F)cc2)nc2ccccc21	i	i
COc1ccc(S(=O)(=O)Nc2nnc(C(C)(C)C)s2)cc1	i	i

# More structures follow.
Structure	CHT PAM	CHT block
CC(C)N(C(=O)C(=O)c1cccn1-c1ccccc1C#N)C(C)C	i	i
CC(C)(C)c1ccc(S(=O)(=O)Nc2cccnc2)cc1	i	i
FC(F)(F)c1cc(-c2ccco2)nc(-n2nc(C(F)(F)F)cc2C2CC2)n1	i	i
COc1cc(CN2CCC(n3nccc3NC(=O)CCCc3ccccc3)CC2)ccc1F	i	i
CC(=O)NC(Cc1ccccc1)C(=O)N1CCN(C(=S)NCC(C)C)CC1 (stereo not given)	i	i
Cc1cc(C)cc(OC(C)c2ccnc3nc(/N=C/N(C)C)nn23)c1 (stereo not given)	i	i
CCN1CCN(Cc2ccc(NC(=O)c3ccc(C)c(NC(=O)c4ccno4)c3)cc2C(F)(F)F)CC1	i	i
Cc1cc(NC(=O)c2ccc(F)cc2)n(-c2ccccn2)n1	i	i

# (next part)
Structure	CHT PAM	CHT block
OCC1(CCOc2ccccc2)CCN(Cc2cn[nH]c2-c2ccc(F)cc2)CC1	i	i
O=C(CCc1nnc2ccc(NCc3ccc(Cl)cc3)nn12)NC1CCCCC1	i	i
C/C(=N\NC(=O)Cc1ccc([N+](=O)[O-])cc1)c1cccnc1	i	i
CCC(C)[C@H](NC(=O)[C@@H]1Cc2c([nH]c3ccccc23)C2c3ccccc3C(=O)N21)C(=O)N1CCC[C@@H]1C(=O)O (stereo not given in full)	i	i
COc1ccc(C(=O)Nc2cc(C)nn2-c2ccc(F)cc2)cc1	i	i
CCC(C)c1ccccc1NC(=O)C(C)OC(=O)c1ccco1 (stereo not given)	i	i
c1ccc(-c2nc[nH]c2-c2ccccc2)cc1	i	i
Cc1cccc(OCCNC(=O)c2ncn[nH]2)c1	i	i

# Additional entries
Structure	CHT PAM	CHT block
COc1ccc(CN(CC2CCC(C(=O)O)CC2)C(=S)Nc2ccc(C)c(Cl)c2)cc1 (stereo not given)	i	i
CSCCC(=O)Nc1cc(S(=O)(=O)N2CCOCC2)ccc1N1CCN(C)CC1	i	i
CCCCCn1c(=O)[nH]c2cc(C(=O)NCCN3CCCCC3C)ccc2c1=O (stereo not given)	i	i
COc1ccc(S(=O)(=O)N2CCCOC2CNC(=O)C(=O)NCc2cccnc2)cc1 (stereo not given)	i	i
COC(=O)c1cc(NC(=O)CN2CCc3cc4c(cc3C2)OCCCO4)cc(C(=O)OC)c1	i	i
CCOc1ccccc1NC(=O)C(C)N1C(=O)c2ccccc2S1(=O)=O (stereo not given)	i	i
CCCC(=O)Nc1ccc2nc(SCC(=O)Nc3nccs3)sc2c1	i	i
Cn1c(NCc2cccs2)nc2ccccc21	i	i

# Going on with the list:
Structure	CHT PAM	CHT block
CNC(=O)c1[nH]cnc1C(=O)N[C@@H](CC(C)C)C(=O)OCc1ccccc1	i	i
Cc1ccc(OCC(=O)NCCO)cc1C	i	i
COc1cc2c(cc1NC(=O)CSc1ccccc1)oc1ccccc12	i	i
O=C(c1cnc2sccn2c1=O)N1CCc2ccccc2C1	i	i
O=C(CNC(=O)c1ccco1)OCN1C(=O)c2ccccc2C1=O	i	i
O=C(NNS(=O)(=O)c1ccc(F)cc1)c1ccccc1O	i	i
O=C(NCCc1ccccc1)C1CC1	i	i
CC(=O)NC(CCS(C)(=O)=O)C(=O)N1CCc2ccccc21 (stereo not given)	i	i

# (list continues)
Structure	CHT PAM	CHT block
COC(=O)C(NC(=O)CCc1c(C)nc2c(c(C)nn2-c2ccccc2)c1C)C(C)C (stereo not given)	i	i
COc1ccc(-n2c(=S)[nH]c3cc(C(=O)Nc4ccccc4OC)ccc3c2=O)cc1	i	i
COc1ccc(S(=O)(=O)N2CCCCC2)cc1C(=O)N1CCCC1	i	i
Cc1ccc(-n2ncc3c(NCC4CCCO4)ncnc32)c(C)c1 (stereo not given)	i	i
Cc1cc(=O)n2nc(N3CCCC(C(=O)NCCc4ccccc4)C3)sc2n1 (stereo not given)	i	i
COc1ccccc1OCc1nnc(SCC(=O)NCc2ccco2)n1-c1ccccc1	i	i
N#Cc1c(NC(=O)C2CC(c3c(F)cccc3Cl)=NO2)sc2c1CCC2 (stereo not given)	i	i
c1ccc(-n2cnc3ccccc32)nc1	i	i

# Of the compounds above, 5 contain a thiophene ring, fused or not:
Structure	CHT PAM	CHT block
CCOC(=O)N1CCC(NC(=O)C2CCCN(C(=O)c3cc4sccc4n3C)C2)CC1 (stereo not given)	i	i
CCOC(=O)c1c(C=O)c2sc(C)cc2n1C	i	i
CC(=O)Nc1ccc(NS(=O)(=O)c2cc(C)sc2C)cc1	i	i
Cn1c(NCc2cccs2)nc2ccccc21	i	i
N#Cc1c(NC(=O)C2CC(c3c(F)cccc3Cl)=NO2)sc2c1CCC2 (stereo not given)	i	i

# More entries follow.
Structure	CHT PAM	CHT block
Cc1ccc(-c2csc3ncnc(-n4nnc5ccccc54)c23)cc1C	i	i
O=C(NC1CCCCC1)c1cc2cc(Br)ccc2o1	i	i
CCN(CC)c1ccc(N=Cc2c(C)[nH]c3ccccc23)cc1	i	i
COc1ccc2c(c1)CCN=C2Cc1ccc(OC)c(OC)c1	i	i
CCc1nnc(NC(=O)CSc2nc(-c3ccccc3)c(-c3ccccc3)o2)s1	i	i
COC(=O)Nc1nnc(Cc2ccccc2)s1	i	i
COc1ccc(-n2c(NN)nc3sc4c(c3c2=O)CCCC4)cc1	i	i
CCN(CC)S(=O)(=O)c1cccc(-c2nnc(SCC(=O)N3CCC(C(=O)O)CC3)n2N)c1	i	i

# Continuation.
Structure	CHT PAM	CHT block
CN(CCOc1ccccc1)C(=O)C1CCC(=O)N(CCCN2CCCC2=O)C1 (stereo not given)	i	i
CC(C)C[C@H](NC(=O)c1nc[nH]c1C(=O)NCC(=O)OCc1ccccc1)C(=O)OC(C)(C)C	i	i
CCOC(=O)c1cnc2c(-c3cccc(Br)c3)cnn2c1C	i	i
Cc1ccccc1-n1ncc2c(SCC(=O)NCc3cccs3)ncnc21	i	i

# Compounds were not picked by outcome; about 1.4% have a hit in one of these screens.
